Rad51 HR inh = Rad51 (human) homologous recombination inhibition. inhibition, % at 10 µM. Q06609. hRad51 DNA strand exchange, fluorescence dequenching. 0.085% of 200,000 active;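 active = inhibition above 40% at the single screening dose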;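 note: 0% = DMSO control wells and 100% = blanks with heterologous ssDNA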
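material = hRad51 filaments on single-stranded DNA | reagent = Donor/quencher-labelled 47-bp dsDNA substrate | compound = 10 µM final, single point | schedule = strand-exchange reaction 15 min at room temperature | measured by = fluorescein emission 520 nm, excitation 485 nm | read-out basis = % inhibition versus plate control and blank means | benchmarks = plate controls and plate blanks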
EBV gp42 inh = blocks Epstein-Barr virus glycoprotein 42 binding | Q1HVG2 | Fluorescence polarization binding assay, mP read-out | inhibition, % (tested at 21.74 µM) | 0.42% of 220,000 active | AID 1085; in the data active = inhibition above about 50%
Mdm2 ligase inh = inhibitors of human Mdm2 E3 ubiquitin ligase; AID 1230; 0.11% of 210,000 active; cell-based MDM2 ubiquitination luciferase reporter, 2 h; 0 = plate control, 100 = twice control, blank-subtracted; signal enhancement, % at 5 µM; Q00987;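 active = signal enhancement of 30% or more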;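 note: luminescence tracks abundance of the self-degrading MDM2-luciferase fusion protein; higher signal means inhibition of MDM2 E3 ligase activity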
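system = mammalian cells stably expressing self-ubiquitinating, self-degrading MDM2 E3–luciferase fusion | quantity = 2000 cells per well seeded | incubation = 4 h cell settling then 2 h compound exposure, 37 °C | signal = SteadyLite luminescence, 15 min reagent step | benchmarks = plate control and blank wells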
zVAD death inh = L929 zVAD cell death inhibition; viability rescue, % at 10 µM; L929 zVAD necroptosis rescue, ATP luminescence, 24 h; with zVAD 60 µM; 0.38% of 220,000 active;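 active = activation, scaled between plate controls, above about 75%, limit read from the data; inactive = activation under that limit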;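 note: 0% = zVAD with DMSO and 100% = DMSO alone without zVAD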
KCC2 mod = modulators of human KCC2 chloride dependent transport; Q9H2X9; KCC2 cells, thallium flux FluoZin-2 fluorescence; B-score of Tl+ flux slope (higher = more flux/activation; lower = inhibition) at 10 µM; 2.2% of 190,000 active;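 active = thallium flux slope and its plate-corrected score both differing from the plate sample mean at a set confidence after two filtering rounds, in either direction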;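 note: slope of fluorescence scaled to starting intensity during 10 to 20 s after thallium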
Target sequence (Q9H2X9 whole entry, looked up): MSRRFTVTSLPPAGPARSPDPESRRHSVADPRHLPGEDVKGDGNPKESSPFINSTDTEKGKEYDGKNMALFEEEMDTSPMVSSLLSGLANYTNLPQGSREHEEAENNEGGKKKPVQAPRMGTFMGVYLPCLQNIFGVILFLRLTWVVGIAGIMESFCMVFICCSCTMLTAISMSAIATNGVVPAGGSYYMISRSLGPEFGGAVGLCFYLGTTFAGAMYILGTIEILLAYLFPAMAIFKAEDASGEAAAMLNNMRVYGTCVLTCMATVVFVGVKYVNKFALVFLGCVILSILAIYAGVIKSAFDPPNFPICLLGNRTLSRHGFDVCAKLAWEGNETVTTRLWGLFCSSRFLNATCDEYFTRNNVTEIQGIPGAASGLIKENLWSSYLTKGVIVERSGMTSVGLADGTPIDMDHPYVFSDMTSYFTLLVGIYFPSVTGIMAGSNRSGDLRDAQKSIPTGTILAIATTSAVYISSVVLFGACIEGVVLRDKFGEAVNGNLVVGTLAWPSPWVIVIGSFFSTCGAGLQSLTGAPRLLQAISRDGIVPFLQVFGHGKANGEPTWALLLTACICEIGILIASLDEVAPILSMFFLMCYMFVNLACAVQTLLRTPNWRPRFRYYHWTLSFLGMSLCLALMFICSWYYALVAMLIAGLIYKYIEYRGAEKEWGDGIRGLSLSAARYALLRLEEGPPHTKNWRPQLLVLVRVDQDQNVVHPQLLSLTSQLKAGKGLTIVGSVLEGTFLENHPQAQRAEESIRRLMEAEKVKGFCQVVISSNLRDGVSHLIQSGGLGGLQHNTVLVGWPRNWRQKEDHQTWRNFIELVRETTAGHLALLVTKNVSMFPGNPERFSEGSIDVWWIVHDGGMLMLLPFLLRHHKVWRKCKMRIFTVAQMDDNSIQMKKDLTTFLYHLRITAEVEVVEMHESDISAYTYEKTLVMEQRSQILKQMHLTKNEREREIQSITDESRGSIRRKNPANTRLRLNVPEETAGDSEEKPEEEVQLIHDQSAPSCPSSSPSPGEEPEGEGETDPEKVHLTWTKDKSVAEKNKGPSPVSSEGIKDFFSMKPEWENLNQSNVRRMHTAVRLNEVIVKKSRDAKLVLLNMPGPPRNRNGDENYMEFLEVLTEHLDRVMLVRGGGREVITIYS
eIF4E-4G inh = blocks eIF4E binding to eIF4G; TR-FRET eIF4E-eIF4GI(517-606) binding, 2 h; 0.37% of 220,000 active; inhibition, % at 21.7 µM; AID 782; P63073+Q04637;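 active = inhibition above about 30%, limit read from the data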;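 note: 0% = full FRET control wells and 100% = background wells lacking eIF4GI fragment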
TNF death inh = blocks TNF-alpha induced death of Jurkat FADD-/- cells; Jurkat FADD-/- TNF necroptosis rescue, ATP luminescence, 24 h; 0 = TNF only, 100 = no-TNF cells; activation (protection from cell death), % at 10 µM; 0.068% of 220,000 active;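 active = activation, meaning protection from cell death, of at least 50% relative to plate controls; inactive = activation below 50%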;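 note: necroptosis triggered by 40 ng/mL TNF-alpha added together with compound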
PERK inh = inhibitors of human PERK kinase; 0.17% of 220,000 active; CHO PERK-DD fusion, SEAP luminescence translation reporter; AID 1416; inhibition, % at 5.6 µM;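 active = inhibition above the mean inhibition of all tested compounds plus 3 SD, set separately per screening campaign, cut at about 2.9% in these data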;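 note: PERK kinase domain activated by AP20187 dimerizer at 100 nM; 0% = DMSO with dimerizer and 100% = rapamycin at 8.4 µM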
Calpain2 inh = calpain II (pig) inhibition; purified calpain II, fluorogenic peptide substrate, 30 min; inhibition, % at 16 µM; 0.37% of 220,000 active; AID 1236;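 active = inhibition above about 50%, limit read from the data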
* = called active by the depositor; . = not tested or not shown; [ ] = another dose, or the depositor's remark.

SMILES	Rad51 HR inh	EBV gp42 inh	Mdm2 ligase inh	zVAD death inh	KCC2 mod	eIF4E-4G inh	TNF death inh	PERK inh	Calpain2 inh
Cc1ccc(N=CC2=C(O)CC(C)(C)CC2=O)nc1	-7	-23	-20	0.7	.	-4	-0.9	-1.5	-8
Cc1cccc(C(=O)Nc2ccc(C(=O)/C=C/c3cccnc3)cc2)c1	-1	-25	-2	0.2	-0.2	-1	-4.9	-1.1	10
O=C(CC(=O)c1ccccc1O)c1ccc(F)cc1	-6	-19	-4	0.2	24*	4	-7.9	0.5	26
O=C(CCn1cnc(-c2ccccc2)c1-c1ccccc1)N/N=C/c1ccc(O)cc1	9	14	-14	0.2	-0.37	-3	-0.1	0.1	4
Cc1ccccc1C1NC(=O)Cc2ccccc21 (centres undefined)	-11	-14	-18	-0.1	.	-11	-1.6	-1.2	-18
CC1=NN(C(=O)c2ccc(Cn3ccc([N+](=O)[O-])n3)cc2)C(O)(C(F)(F)F)C1 (centres undefined)	7	-12	12	0.3	-0.81	15	0.4	0.4	-6
O=C(COC(=O)c1ccc(Cl)c(S(=O)(=O)N2CCCCCC2)c1)Nc1ccccc1	11	-2	-6	0.6	0.28	9	7.4	0.3	20
COc1ccc(N(C(=O)CCC(=O)Nc2cc(C)on2)C(C(=O)NC2CCCC2)c2ccco2)cc1 (centres undefined)	-5	-6	-7	-0.5	0.78	-1	-0.6	-0.2	10
CN(C)S(=O)(=O)n1ccnc1	-1	-13	-16	0.5	.	-8	0.2	0.0	-10
COCCn1nnnc1C(c1cccs1)N1CCN(c2cc(C)ccc2C)CC1 (centres undefined)	-1	-6	-7	-0.1	0.021	4	1.0	-0.3	20
CC(C)(C)NC(=O)COC(=O)c1ccc(Cl)cc1O	5	2	-16	0.8	-0.96	-2	1.8	-0.1	-12
COc1cc(NC(=O)c2c3c(nc4ccccc24)CCC3)cc(OC)c1	0	10	-10	0.0	.	6	-1.8	0.2	-44
CCOC(=O)c1c(NC(=O)CC2SC(=NC)N(C)C2=O)sc(C)c1C (centres undefined)	-4	-28	-11	0.9	0.3	-9	0.7	0.2	3
Cc1ccc(Nc2cc(=O)[nH]c(=O)[nH]2)cc1Cl	6	-10	-1	2.2	0.035	1	1.2	2.3	-17
CC(=O)Oc1ccccc1C(=O)Oc1ccc(/C=N/n2cnnc2)cc1	-5	-16	-22	0.1	0.02	9	-4.2	0.4	-48
Cc1ccc2nc(SC(C)C(=O)N3CC(C)OC(C)C3)[nH]c2c1 (centres undefined)	1	1	-6	0.1	-0.34	1	-0.7	0.3	-9
Cc1ccc(Nc2nc(C(=O)NCCCN3CCOCC3)cs2)cc1	4	-20	1	0.8	.	-6[fluorescence artefact?]	0.2	-1.9	8
CC(/C=C/C=C/c1ccccc1)=N\NC(=O)c1cccnc1	-7	-17	-16	1.6	-1.1	6	2.5	0.7	21
CCOc1ccccc1N1CCN(CC(=O)c2c(N)n(C)c(=O)n(C)c2=O)CC1	0	-8	-13	0.5	0.8	2	2.5	0.3	-7
CCCCN(CCCC)c1nc(-c2ccncc2)nc2ccccc12	.	-1	-9	-0.5	0.93	-1	-14	-0.1	-40
O=C(CCSCc1ccccc1F)NCc1cccs1	31	-5	-7	1.7	-1.6	3	1.8	1.7	0
CC1Cc2cc(-c3csc(NC(=O)Cc4ccccc4)n3)ccc2N1S(C)(=O)=O (centres undefined)	-5	8	-30	0.3	0.15	2	-14	-1.1	-64
CCCCOc1ccc(CSCCN=C(N)N)cc1	-6	1	-34	2.1	0.46	-2	-5.8	0.0	22
C#CCn1c(C)cc(C)c(S(=O)(=O)c2ccccc2)c1=O	2	-10	-2	2.2	0.29	-3	0.9	0.2	-16
CCN1CCN(c2ncc(C(=O)N3CCN(c4ccccc4OC)CC3)c3ccccc23)CC1	.	.	.	0.4	-0.73	.	-2.4	-0.3	.
Cc1cc(C)n(C(=O)CCC(=O)Nc2ccc(C)c(C)c2)n1	-5	-21	2	0.0	-0.12	-5	-0.7	1.0	0
CCOC(=O)c1cnc(SCC(=O)Nc2cc(OC)ccc2OC)nc1N	-4	-13	-10	0.3	-1.1	0	-3.2	-0.3	-11
CC1=C(C(N)=O)C(c2cccc(O)c2)n2nc(CCCO)nc2N1 (centres undefined)	2	0	-17	0.3	.	5	-0.2	0.0	9
O=C(Nc1ccc(CN2CCS(=O)(=O)CC2)cc1)c1ccc(Cl)cc1	11	-13	-5	1.6	0.58	-3	0.7	-0.7	-13
CCOC(=O)CN/C=C(\C#N)c1ccc(F)cc1	8	4	-6	0.5	0.26	0	0.7	0.8	-16
O=C(NC(NNc1ccc([N+](=O)[O-])cc1)(C(F)(F)F)C(F)(F)F)c1ccc(F)cc1	0	6	-16	2.2	0.15	-2	1.6	0.7	17
Cc1ccc(NC(=O)C2CC(=O)n3c(nc4ccccc43)N2)cc1C (centres undefined)	-12	-3	.	0.4	0	-1	1.7	0.4	-9
Cc1ccccc1C(=O)N=c1sccn1C	0	-12	-11	-0.3	1.1	-18	0.3	-0.1	-17
C/C=C/C(=O)OCC(=O)Nc1ccc(SC(F)F)cc1	2	3	1	2.1	0.22	2	2.3	0.0	-24
CCCCC(=O)NCCc1ccc(S(N)(=O)=O)cc1	1	-23	0	-0.8	-0.13	1	-1.6	0.7	-20
O=[N+]([O-])c1ccc(F)c(N=Cc2ccc(Br)s2)c1	.	0	-5	.	0.076	5	1.2	0.1	2
CNC(=S)N(CCc1c(C)[nH]c2ccc(C)cc12)Cc1cccs1	-9	6	0	0.0	-0.24	-2	-0.6	0.3	27
CC(Oc1ccccc1)C(=O)Nc1oc(-c2ccco2)c(-c2ccco2)c1C#N (centres undefined)	-21	-12	0	2.4	0.99	9	0.1	1.1	-16
N#Cc1ccc(S(=O)(=O)NC2CCN(Cc3ccccc3)CC2)cc1	-10	-11	-9	0.1	-0.82	-3	2.2	0.3	-15
CC(C)c1ccc(NC(=O)C2CCCCC2C(=O)O)cc1 (centres undefined)	.	-3	8	-0.1	-0.38	3	2.1	0.4	-29

Pulled by structure from the list above:
SMILES	Rad51 HR inh	EBV gp42 inh	Mdm2 ligase inh	zVAD death inh	KCC2 mod	eIF4E-4G inh	TNF death inh	PERK inh	Calpain2 inh
Cc1ccccc1C(=O)N=c1sccn1C	0	-12	-11	-0.3	1.1	-18	0.3	-0.1	-17
O=C(NC(NNc1ccc([N+](=O)[O-])cc1)(C(F)(F)F)C(F)(F)F)c1ccc(F)cc1	0	6	-16	2.2	0.15	-2	1.6	0.7	17
N#Cc1ccc(S(=O)(=O)NC2CCN(Cc3ccccc3)CC2)cc1	-10	-11	-9	0.1	-0.82	-3	2.2	0.3	-15
O=[N+]([O-])c1ccc(F)c(N=Cc2ccc(Br)s2)c1	.	0	-5	.	0.076	5	1.2	0.1	2

(further entries)
SMILES	Rad51 HR inh	EBV gp42 inh	Mdm2 ligase inh	zVAD death inh	KCC2 mod	eIF4E-4G inh	TNF death inh	PERK inh	Calpain2 inh
O=C1C=C(c2ccccc2)C[C@H](c2cccs2)[C@H]1n1cnc([N+](=O)[O-])c1	1	-13	4	-0.8	-0.58	4	-1.8	-1.1	-22
CC(C)(C)C(=O)Nc1sc2c(c1C#N)CCCCC2	3	-11	.	-0.3	0.67	-4	-0.8	-1.1	15
O=C(CCNc1n[nH]c(=O)[nH]c1=O)N1CCOCC1	0	-9	-10	1.5	.	0[fluorescence artefact?]	0.0	-0.3	-15
Cc1nc(N2CCc3ccccc3C2)[nH]c(=O)c1CCC(C)C	.	-23	-17	0.4	-0.42	1	2.6	0.2	7
CCOC(=O)c1ccc(NC(=S)N(CCCN(CC)CC)Cc2ccco2)cc1	-4	-10	-4	1.0	0.066	5	3.1	-0.7	17
O=C(Nc1ccccn1)C1CCN(S(=O)(=O)c2cccs2)CC1	13	-7	-5	5.2	-0.086	-2	-0.4	0.7	-18
CSC1=NCCN1C(=O)c1ccc(S(=O)(=O)N2CCOCC2)cc1	-4	-21	-11	0.5	-0.5	-3	-0.2	0.3	-6
C=CCc1ccc(OCCOCCNCCCC)c(OC)c1	-8	-18	13	-0.1	-0.087	4[fluorescence artefact?]	3.0	-0.5	-15
COc1ccc(/C=C/C(=O)Nc2nnc(C(C)C)s2)cc1OC	.	-2	1	-0.5	-0.55	-3	1.1	1.3	-83
C/C(=N\NC(=O)c1cccs1)c1ccc2c(c1)OCO2	2	-20	-8	0.1	-0.0058	-1	0.7	1.3	16
CCOc1cc(C2C3=C(CCCC3=O)Nc3nc(C(=O)OC)nn32)ccc1OC (centres undefined)	-1	-19	-7	0.8	-1.4	-4	-1.1	0.5	-5
CCOC(=O)CC1Sc2ccccc2NC1=O (centres undefined)	-2	-22	-12	-0.3	0.22	6	-0.8	-1.2	12
CCOc1ccc(C(=O)Nc2cc(C)ccn2)cc1	10	-8	-13	4.6	0.08	3	-11	0.6	-1
OC(COCc1ccc(Cl)cc1)CN1CCN(c2ccccn2)CC1 (centres undefined)	-5	-30	0	0.0	0.91	-6	0.9	-0.4	-1
Cc1[nH]n(-c2ccccc2)c(=O)c1/C=N/N(c1ccccc1)c1ccccc1	-3	-13	8	3.2	68*	-3	0.2	0.7	-110
CC(=O)Oc1ccc(CCC(C)OC(C)=O)cc1 (centres undefined)	7	-6	3	-0.2	-1	-3[fluorescence artefact?]	15	1.5	7
CCc1cccc(C)c1NC(=O)COC(=O)c1c2c(nc3ccccc13)/C(=C\c1cccs1)CCC2	2	-26	13	0.4	0.74	10	0.8	0.1	-18
COc1ccccc1NC(=O)N(Cc1ccccc1)c1ccccn1	5	-15	-18	0.3	.	-6	0.2	0.6	-24
CC(=O)Nc1ccc(N2C(=O)CSC2c2ccc(F)cc2)cc1 (centres undefined)	2	-13	-16	0.1	2.2	-11[fluorescence artefact?]	1.4	0.8	16
COc1cccc(-c2nc(Cc3ccc(OC)c(OC)c3)no2)c1	1	10	-22	2.0	.	3	1.0	0.3	0
CC(/C=N/n1c(COc2ccccc2)n[nH]c1=S)=C\c1ccccc1	0	5	-6	-0.1	7.8*	-1	-1.7	0.1	15
CC1CCN(C(=O)CCc2ccc(S(=O)(=O)NC(C)(C)C)cc2)CC1	2	4	-15	0.7	-0.67	5[fluorescence artefact?]	0.2	0.2	15
CNc1nc2c(C)cccn2c(=O)c1C=Nc1ccc(OC)cc1	0	-10	-16	0.1	0.47	-6	-0.5	2.1	18
N#Cc1ccc(-c2ccc(F)cc2)nc1Oc1ccc(F)cc1	-1	-1	10	-0.1	0.48	3	-2.9	-0.5	-25
C/C(=C\C(=O)c1ccc(F)cc1)Nc1ccc(N2CCOCC2)cc1	8	-4	-7	-0.1	0.013	10	-0.9	0.3	-13
Cc1cc(=O)[nH]c2n[nH]c(-c3ccccc3)c12	-7	-19	-5	0.0	.	1	-6.1	1.6	-70
COCCOC(=O)C1=C(C)NC(C)=C(C(=O)OCCOC)C1/C=C/c1ccccc1OC	5	13	-14	0.3	0.23	-2	3.6	-1.7	-96
COc1ccccc1C1C(C(N)=O)=C(C)Nc2ncnn21 (centres undefined)	-3	2	7	0.0	-1.1	0	-1.0	1.6	-20
O=C(Nc1ccc(-c2cn3ccccc3n2)cc1)c1cccs1	11	-9	-11	41	-0.49	0	-1.8	-0.8	-41

Compounds were not picked by outcome, and some 3.6% of all compounds hit somewhere here.
